Bioassay records from PubChem.
GSTO1 counter: counter-screen for RBBP9 inhibitors: inhibitors of human GSTO1; inhibition, % at 5.96 µM; 300,000 compounds, 1.1% hits; AID 1974; recombinant GSTO1, activity-based probe fluorescence polarization; P78417;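 active = inhibition above the campaign mean inhibition plus 3 SD, cut at about 35% in these data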;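 also: 0% = GSTO1-1 with DMSO and 100% = wells lacking GSTO1-1 enzyme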
Fam108B inh: blocks mouse Fam108B hydrolase in RBBP9 counter-screen | AID 1947 | inhibition, % at 9.51 µM | recombinant Fam108B, FP-Rh probe fluorescence polarization | 300,000 compounds, 0.33% hits;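 active = inhibition above the screen mean inhibition plus 3 SD, computed separately per campaign, cut at about 18% in these data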;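 also: inhibitors lower polarization as less probe binds the enzyme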
PME-1 inh: blocks human protein phosphatase methylesterase 1 | Q9Y570 | recombinant PME-1, FP-Rh probe fluorescence polarization | inhibition, % at 5.9 µM | 320,000 compounds, 0.53% hits;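 active = inhibition above the campaign mean of all compounds plus 3 SD, cut at about 26% in these data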;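 also: competitive labeling of PME-1 active site by serine hydrolase directed probe; 0% = PME-1 with DMSO and 100% = wells lacking PME-1 enzyme; inhibitors block probe labeling so polarization falls and inhibition rises; many of its hits are not listed in these tables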
pPAFAH inh: inhibitors of human plasma PAF acetylhydrolase (pPAFAH) | inhibition, % at 3.39 µM | recombinant pPAFAH, FP-rhodamine probe fluorescence polarization | 330,000 compounds, 1.5% hits;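 active = inhibition above the mean inhibition across the screen plus 3 SD, cut at about 25% in these data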;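 also: inhibitors block binding of the rhodamine activity-based probe so polarization drops; 0% = enzyme with DMSO and 100% = wells lacking pPAFAH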
Target sequence (Q13093 whole entry, looked up): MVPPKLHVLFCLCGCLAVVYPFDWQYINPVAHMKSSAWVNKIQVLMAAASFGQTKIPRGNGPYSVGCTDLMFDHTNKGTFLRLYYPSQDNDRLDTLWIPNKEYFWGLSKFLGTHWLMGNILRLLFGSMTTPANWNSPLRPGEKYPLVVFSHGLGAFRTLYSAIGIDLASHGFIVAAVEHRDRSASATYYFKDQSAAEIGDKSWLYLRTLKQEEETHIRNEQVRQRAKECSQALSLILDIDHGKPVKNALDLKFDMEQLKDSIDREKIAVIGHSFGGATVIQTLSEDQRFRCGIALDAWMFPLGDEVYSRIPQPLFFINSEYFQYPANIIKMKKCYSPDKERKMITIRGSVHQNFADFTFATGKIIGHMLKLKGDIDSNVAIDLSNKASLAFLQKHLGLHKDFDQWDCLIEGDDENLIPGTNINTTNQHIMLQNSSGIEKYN
LYPLA1 inh: LYPLA1 (human) inhibition in PME1 counter-screen; AID 2174; recombinant LYPLA1, FP-Rh probe fluorescence polarization; 320,000 compounds, 0.16% hits; O75608; inhibition, % at 5.9 µM;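 active = inhibition above the mean of all tested compounds plus 3 SD, set per campaign, cut at about 14% in these data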;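 also: inhibitors block serine hydrolase probe labeling of LYPLA1 so polarization falls; 0% = enzyme with DMSO and 100% = wells lacking LYPLA1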
Target sequence (O75608 whole entry, looked up): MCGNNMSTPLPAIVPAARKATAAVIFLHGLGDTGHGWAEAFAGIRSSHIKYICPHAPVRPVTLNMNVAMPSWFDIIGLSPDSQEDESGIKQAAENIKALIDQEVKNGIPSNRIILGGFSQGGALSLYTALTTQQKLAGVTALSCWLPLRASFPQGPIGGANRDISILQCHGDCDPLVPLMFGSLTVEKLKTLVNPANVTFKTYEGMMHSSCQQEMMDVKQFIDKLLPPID
PAFAH1B2 FP inh: inhibitors of human PAFAH1B2 | AID 492953 | recombinant PAFAH1B2, FP-rhodamine activity probe, fluorescence polarization | inhibition, % at 3.39 µM | 340,000 compounds, 1.2% hits | P68402;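 active = inhibition above the mean of all tested compounds plus 3 SD, cut at about 24% in these data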;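 also: 0% = enzyme with DMSO and 100% = wells lacking PAFAH1B2; many of its hits are not listed in these tables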
PAFAH2 FP inh: PAFAH2 (human) inhibition; Q99487; recombinant PAFAH2, FP-rhodamine activity probe, fluorescence polarization; inhibition, % at 3.39 µM; 340,000 compounds, 0.99% hits; AID 492956;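 active = inhibition above the mean over all tested compounds plus 3 SD, cut at about 30% in these data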;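 also: inhibitors block probe labeling of enzyme so polarization drops; 0% = enzyme with DMSO and 100% = wells lacking PAFAH2 protein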
PAFAH1B3 inh: inhibitors of human PAFAH1B3 | Q15102 | recombinant PAFAH1B3, FP-rhodamine probe, fluorescence polarization | inhibition, % at 3.39 µM | 340,000 compounds, 0.28% hits | AID 492972;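 active = inhibition above the screen-wide average of all tested compounds plus 3 SD, cut at about 25% in these data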;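 also: 0% = enzyme with DMSO only and 100% = wells lacking PAFAH1B3 protein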
Target sequence (Q15102 whole entry, looked up): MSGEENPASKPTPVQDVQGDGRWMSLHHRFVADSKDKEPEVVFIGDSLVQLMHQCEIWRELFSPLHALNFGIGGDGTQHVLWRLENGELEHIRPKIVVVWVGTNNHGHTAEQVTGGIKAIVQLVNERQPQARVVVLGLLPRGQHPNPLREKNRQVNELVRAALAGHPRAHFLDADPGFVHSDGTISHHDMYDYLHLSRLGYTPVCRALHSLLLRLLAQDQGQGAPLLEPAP
PAD4 FP inh: PAD4 (human) enzyme inhibition | recombinant PAD4, RCA probe fluorescence polarization | inhibition, % at 6.36 µM | 330,000 compounds, 0.41% hits;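 active = percent inhibition above a cutoff equal to the mean of all tested compounds plus 3 SD, cut at about 15% in these data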;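 also: 0% = PAD4 with RCA probe and DMSO and 100% = probe without PAD4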
Starred values were filed as active, the others as inactive; · = not tested or not shown. Only part of the results is shown, so the mix of outcomes need not match the whole.

Each structure is followed by: PME-1 inh	pPAFAH inh	LYPLA1 inh	Fam108B inh	PAD4 FP inh	PAFAH1B3 inh	GSTO1 counter	PAFAH1B2 FP inh	PAFAH2 FP inh
COc1ccc(S(=O)(=O)N2CCN(c3ccccn3)CC2)c(OC)c1
→ 7	0	-1	-2	1	8	6	-2	-2
CSc1nsc(SCC(=O)Nc2ccc3c(c2)OCCO3)n1
→ 6	7	-1	-1	-1	4	6	-1	-7
OC1CCC(Nc2ncnc3sccc23)CC1 (centres undefined)
→ -3	5	-2	0	-1	9	3	4	-6
Cc1cccc(NC(=O)CN2CCN(C(=O)C3CCN(C(=O)/C=C/c4ccccc4)CC3)CC2)c1C
→ 2	0	0	·	1	7	·	-6	0
O=c1c(Cl)c(NCCO)cnn1-c1cccc(Cl)c1
→ -3	-6	0	0	-5	5	-1	10	-8
CCc1c(C(=O)Nc2ccc(OC)cc2)[nH]c(C)c1C(C)=O
→ 0	9	-1	-2	3	4	3	2	-3
CC1CCN(C(=O)CCCN2C(=O)c3cccnc3Oc3ccc(Cl)cc32)CC1
→ 3	5	0	-3	3	4	-1	3	-1
COc1ccccc1Oc1nc([N+](=O)[O-])nn1CC(N)=O
→ 1	2	-4	3	-1	10	9	0	2
CCn1c(SCC(=O)Nc2nc3ccc(OC)cc3s2)nc2c1c(=O)n(C)c(=O)n2C
→ -1	0	1	-2	-1	1	26	3	7
CC(C)Cn1c(CNC(=O)c2ccccc2)nc2ccccc21
→ 9	-2	-2	5	1	4	2	0	-14
CCn1cnc2sc(C(=O)Nc3ccc4c(c3)OCO4)c(C)c2c1=O
→ -2	5	-4	-2	-3	7	-3	7	8
Cc1cc(-c2nnc(SCC(=O)Nc3ccccn3)o2)no1
→ -4	1	-1	2	-1	2	6	-5	-5
CCOc1cccc(Oc2ccc(C(F)(F)F)cn2)c1
→ -8	-4	-3	-1	2	-6	8	1	-1
COc1ccc(/C=C2\N=C(c3c(-c4ccccc4)noc3C)OC2=O)cc1OC
→ 4	2	0	-3	-4	7	2	1	34*
C/C(Cl)=C/Cc1c(C)[nH]c2c(ccc3ccccc32)c1=O
→ -1	-6	-1	-1	3	11	-1	-3	1
COc1ccc(-c2csc(NC(=O)c3ccccc3NS(=O)(=O)c3ccc(C)cc3)n2)cc1
→ 21	39*	-6	36*	-6	6	-22	15	36*
CCCCCCc1c(O)c2ccccc2[nH]c1=O
→ 0	3	1	3	2	7	-2	4	7
O=C1CN(S(=O)(=O)c2cc(C(=O)O)ccc2Cl)c2ccccc2N1
→ 4	-5	0	3	7	7	-16	-2	-3
CN(c1ccccc1)S(=O)(=O)c1cccc(NC(=O)C2CC(=O)N(Cc3ccccc3)C2)c1 (centres undefined)
→ 8	1	-1	-2	-2	-3	-3	4	4
CCOC(=O)c1[nH]cc(-c2ccccc2)c1N1CCOCC1
→ 4	7	-3	0	-2	2	6	-1	-2
Cc1ccc(C)c(N/C=C(\C#N)c2nc3ccccc3o2)c1
→ -4	7	-3	-3	0	1	4	1	-1
c1ccc(N2CCN(c3nc4ccccc4[nH]3)CC2)nc1
→ 2	9	5	2	-4	-6	16	2	1
COc1ccc(CC(=O)NNC(=O)CSc2nnc(Cc3ccc(OC)cc3)n2-c2ccccc2)cc1
→ 1	3	0	-1	1	2	2	1	4
CC(C)c1nc(Cl)c(C#N)c2c1COC(C)(C)C2
→ -4	4	1	-3	-1	2	0	0	0
COc1ccc(-c2cc(C(=O)Nc3cccc(C(C)=O)c3)no2)cc1
→ -5	4	0	2	2	0	8	-1	5
CC1(C)CNC(=O)CC(C)(C)N1O
→ 9	7	5	0	3	10	4	4	7
O=C(COC(=O)c1ccc(NC(=O)C2CC=CCC2C(=O)O)cc1)c1ccccc1 (centres undefined)
→ -1	-1	2	3	-1	7	0	8	31*
COc1cccc(NC(=O)CN(C)C(=O)CCc2nc3sc4c(c3c(=O)[nH]2)CCCC4)c1
→ 2	11	-2	2	-2	-2	-2	-8	-5
Cc1ccc2c(c1)CCCN2S(=O)(=O)c1cccc(C(=O)Nc2ccccc2C(=O)O)c1
→ -9	2	-10	-13	-2	-3	-68	13	-34
C#CCNC(=O)C1=C[C@H](C)C[C@H](OCc2ccc(CO)cc2)O1
→ 1	1	0	3	0	2	6	-9	5
CC(C)OP(=O)(OC(C)C)C(NC(=O)c1ccccc1)C(N)=O (centres undefined)
→ -4	3	0	-1	5	-1	-12	-2	3
CCOc1[nH]n(-c2ccc(Cl)cc2)c(=O)c1C=NCc1cccnc1
→ 5	9	-3	-10	-3	5	3	-1	1
Cc1ccc(S(=O)(=O)N(CC(=O)NCCSc2ccccn2)c2cc(C)cc(C)c2)cc1
→ -5	0	-6	4	-3	4	-3	1	1
O=C1CC(c2ccccc2)CC(O)=C1C=NC1CCCC1 (centres undefined)
→ 5	5	3	-1	1	6	3	4	0
CC(=O)N1N=C(c2c(-c3ccccc3)c3cc(C)ccc3[nH]c2=O)CC1c1ccco1 (centres undefined)
→ 5	6	-3	4	-1	3	-1	0	8
COc1cc(NC(=S)Nc2cccc(Cl)c2Cl)c(OC)cc1Cl
→ -1	4	-2	-3	-4	2	9	6	2
CCOC(=O)C1C(=O)N(C(=O)c2cncc(Br)c2)CC1c1ccccc1 (centres undefined)
→ 6	0	-1	2	7	3	8	4	13
NC(=O)[C@@H]1CCCCNc2c(I)cc([N+](=O)[O-])cc2C(=O)N[C@@H](CCC(=O)O)C(=O)N[C@@H](CO)C(=O)N1
→ 1	21	2	6	1	2	-6	1	25
Cc1ccccc1OCCC(=O)Nc1ccccc1C(=O)NC1CC1
→ 6	-1	0	-2	-3	7	6	4	-1
OC1(c2cccc(C(F)(F)F)c2)CCN(CCN2CCCCC2)CC1
→ 0	1	1	3	0	8	5	4	-2

Compound profiles, from the list above. Order of screens: PME-1 inh, pPAFAH inh, LYPLA1 inh, Fam108B inh, PAD4 FP inh, PAFAH1B3 inh, GSTO1 counter, PAFAH1B2 FP inh, PAFAH2 FP inh
COc1cc(NC(=S)Nc2cccc(Cl)c2Cl)c(OC)cc1Cl is listed as -1, 4, -2, -3, -4, 2, 9, 6, 2
c1ccc(N2CCN(c3nc4ccccc4[nH]3)CC2)nc1 is listed as 2, 9, 5, 2, -4, -6, 16, 2, 1

New compounds follow.
Each structure is followed by: PME-1 inh	pPAFAH inh	LYPLA1 inh	Fam108B inh	PAD4 FP inh	PAFAH1B3 inh	GSTO1 counter	PAFAH1B2 FP inh	PAFAH2 FP inh
CCN(CC)/C(=N/S(=O)(=O)c1ccc(C)cc1)c1ccccc1
→ 0	2	-2	3	-1	-4	0	5	5
CC1=C(C(=O)Nc2ccccc2)C(c2ccccc2[N+](=O)[O-])NC(=O)N1 (centres undefined)
→ 9	-2	-2	-4	-2	5	5	-3	6
CCOC(=O)c1cc(CC)sc1NC(=O)COC
→ -4	10	-1	1	2	13	-5	3	2
CN(C)C(=C(C#N)C#N)N1CCN(c2ccc(Cl)cc2)CC1
→ 2	0	-1	2	-7	2	-5	5	6
OCc1nc2ccc(Cl)cc2[nH]1
→ 0	10	1	1	-2	2	8	-1	3
O=[N+]([O-])c1cccnc1Sc1ccc(Cl)cc1
→ 1	15	5	1	-9	2	-4	4	3
Cc1ccc(NC(=O)Nc2cnccn2)cc1Cl
→ -5	3	-2	-3	-2	-5	4	-3	-7
CC(=O)c1cn(C)c(=O)n(C)c1=O
→ 8	1	2	1	-3	-2	-3	8	-9
C=CCn1c(=O)/c(=C/c2ccc(O)cc2)s/c1=C(/C#N)c1nnc2n1CCCCC2
→ -12	-3	-11	-14	-5	-5	2	-4	-15
CNc1nc(-c2ccccc2)nc(-c2ccccc2)c1C#N
→ 1	-2	-1	-2	1	11	-5	-1	-5
O=C(COc1cccc2ccccc12)N/N=C/c1ccncc1
→ 1	2	-5	2	-2	1	6	6	4
O=C(CN(c1ccccc1)S(=O)(=O)c1ccccc1[N+](=O)[O-])NN=C1CCCCCCC1
→ 0	-1	-4	3	2	6	12	13	9
COc1nc(/C(N)=N/O)nc(N2CCCCC2)n1
→ 3	4	-1	1	0	5	9	2	-5
CC(=O)N1C(=O)NC(c2ccccc2)=C([N+](=O)[O-])C1c1ccccc1 (centres undefined)
→ 6	4	2	-2	2	4	-1	-2	4
Oc1cc(NCc2cccnc2)ccc1-c1nc2ccccc2o1
→ 4	7	4	1	-1	5	4	0	7
FC(F)(F)c1cnc(C(c2ccccn2)c2ncn[nH]2)c(Cl)c1 (centres undefined)
→ -6	-7	-2	-3	-5	1	-9	3	7
O=C(CCN1C(=O)c2ccccc2S1(=O)=O)NCc1ccco1
→ 6	2	2	3	2	0	2	-1	4
CCOc1cc(S(=O)(=O)N2CCC(Cc3ccccc3)CC2)c(OCC)cc1-n1cnnn1
→ -1	8	-2	-3	-4	-2	-4	-1	4
COc1cccc(CC(NC(C)=O)C(=O)NC2CCN(C(=O)c3ccc(Cl)cc3)CC2)c1OC (centres undefined)
→ 2	5	0	3	2	0	1	0	-5
COc1ccccc1-c1cc(C(=O)Nc2cccnc2)no1
→ -6	-4	-3	-2	3	6	-4	-5	-1
Cc1cc(Cl)c(S(=O)(=O)NC(C(=O)O)c2ccccc2)cc1OCC(N)=O (centres undefined)
→ -1	1	-4	-3	-1	-2	0	3	5
O=C(NCCCN1CCCC1=O)c1cccc(S(=O)(=O)N2CCN(c3ccc(F)cc3)CC2)c1
→ 4	6	-1	5	-3	9	-3	4	0
O=C(OCCc1cc2ccccc2c(=O)o1)c1ccco1
→ 0	-1	0	·	1	7	·	7	0
Cc1[nH]c2ccc(C(=O)NCCCN3CCOCC3)cc2c1C
→ -8	4	-1	2	-5	-2	1	-2	-6
COC(=O)c1cnn(-c2ccccc2)c1/C=N/NC(=S)Nc1ccccc1
→ -11	4	-2	0	-4	·	6	·	·
Cc1nc(NC(=O)COC(=O)C(C)NC(=O)c2ccccc2)c(Cl)cc1Cl (centres undefined)
→ 7	4	3	·	-2	0	·	-1	-1
CCOC(=O)Cn1c(=O)oc2cc(S(=O)(=O)Nc3c(C)cc(C)cc3C)ccc21
→ -3	25*	0	-1	-8	6	2	-1	5
Cc1cc(C(=O)N/N=C/c2cc(Br)cc([N+](=O)[O-])c2O)c2ccccc2n1
→ 4	17	4	4	1	24	-8	4	21
CCOC(=O)c1ccc(-n2c(CC)nc3ccccc3c2=O)cc1
→ 5	1	2	-1	-20	·	-2	·	·
CC1CCC(NC(=O)CN2C(=O)NC3(CCCCCC3)C2=O)CC1 (centres undefined)
→ -1	-3	1	·	-6	4	·	2	1
O=C(O)C1CCN(S(=O)(=O)/C=C/c2ccccc2)CC1
→ -5	-1	3	3	-2	6	12	5	0
CCCc1nnc(SCc2ccc(C(=O)OC)o2)n1N
→ 1	4	1	-1	2	10	-1	-1	-10
CCOC(=O)c1c(NC(=O)CNC2CCCc3ccccc32)sc(C(N)=O)c1C (centres undefined)
→ 6	0	-1	-8	1	4	19	-3	-8
CCC(=O)c1cn(CCOc2ccccc2OC)c2ccccc12
→ -10	-1	-2	1	1	-1	3	1	-6
CC(C)N(Cc1nnc(-c2ccc(Cl)cc2)o1)C(=O)c1cc2ccccc2o1
→ -5	4	-5	·	0	5	·	8	8
Cc1ccc(CC(CC(=O)O)C(=O)NCc2ccccc2)cc1 (centres undefined)
→ -2	5	6	1	-2	2	-1	7	-6
Cc1ccc(-c2ccc(=O)n(CC(=O)NCCC(C)C)n2)cc1
→ 1	4	3	-4	-1	3	0	6	0
CCS(=O)(=O)Nc1cccc(-c2cc(-c3ccccc3)c3cc(C)ccc3n2)c1
→ -63	14	-30	-44	-2	-29	18	-16	-32
